CF NFkB inh: inhibitors of PAF-induced NF-kB signaling, primary screen, cell-based, GFP fluorescence, uHTS; KKLEB NF-kB-GFP reporter, GFP fluorescence overnight; inhibition, % at 5 µM; 0.86% of 360,000 active;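 active means at least 50% inhibition at 5 µM, scaled per plate between neutral and stimulator controls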;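 further: PAF is a Pseudomonas aeruginosa culture filtrate used as stimulus; plate controls were PAF-stimulated DMSO wells for no effect and unstimulated DMSO wells for full effect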
C8 TRAIL sens: viability loss with TRAIL in NB7+C8 cells, primary screen, TRAIL sensitizer project, cell-based, ATPlite luminescence; inhibition (viability loss, TRAIL sensitization), % at 10 µM; 1% of 360,000 active;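 active means compounds causing at least 50% loss of cell viability in the single-dose screen, relative to plate controls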
Shn3 3UTR inh: reduction of Shn3 3'UTR firefly luciferase signal, primary screen, Schnurri-3 inhibitor project, cell-based, Clone20 osteoblasts, set 2. Clone20 osteoblast Shn3 3'UTR firefly luciferase, 24 h. inhibition, % at 12.5 µM. 0.52% of 360,000 active. AID 588674, 2011;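 active means mean inhibition of at least 75% with every replicate also reaching 75%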;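 further: 0% = median of neutral control wells and 100% = pilot-screen positive control compound; some compounds past the cut are filed as inactive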
KKLEB cytotox: cytotoxicity in KKLEB CF airway cells, primary screen, cytotoxicity control for CF NF-kB inhibitor project, cell-based, uHTS, fluorescence assay plates; KKLEB CF airway cells viability, ATPlite luminescence, overnight; stronger effect = lower value; cells stimulated with P. aeruginosa culture filtrate; activity change (cytotoxicity), % at 5 µM; 0.36% of 360,000 active;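 active means corrected activity change at or below -50% at 5 µM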
NR2E3 ag-1: inhibitors of NR2E3-RetCOR corepressor binding, primary screen, NR2E3 agonist project, biochemical, TR-FRET, GST-NR2E3, biotin-RetCOR; 1536-well; inhibition of corepressor binding, % at 4.78 µM; 0.12% of 320,000 active; AID 2300, 2010;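 active means percent inhibition above the cutoff of mean plus 3 SD of all tested compounds, set per screening campaign, cut at about 20% in these data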;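 further: 0% = DMSO wells and 100% = biotin wells as full block of FRET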
Target sequence (Q9Y5X4 whole entry, looked up): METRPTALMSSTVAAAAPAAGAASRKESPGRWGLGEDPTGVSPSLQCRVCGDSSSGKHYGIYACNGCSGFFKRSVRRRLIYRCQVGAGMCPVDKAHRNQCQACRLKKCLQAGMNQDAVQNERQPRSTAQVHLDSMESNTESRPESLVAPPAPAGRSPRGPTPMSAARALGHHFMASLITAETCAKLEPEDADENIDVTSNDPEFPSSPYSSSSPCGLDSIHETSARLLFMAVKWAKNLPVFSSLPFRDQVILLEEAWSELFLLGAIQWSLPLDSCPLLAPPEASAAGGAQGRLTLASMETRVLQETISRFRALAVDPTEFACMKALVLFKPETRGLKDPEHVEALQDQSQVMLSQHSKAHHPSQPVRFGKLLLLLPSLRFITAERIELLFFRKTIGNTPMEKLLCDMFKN
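Test system: GST-NR2E3 and biotin-RetCOR proteins | Quantity: 1.35 nM GST-tagged NR2E3 final | Medium: Tris pH 7.5 | Also added: 7 nM biotin-RetCOR | Dosing: Compound at 4.8 µM, single dose | Timing: 5 h at 4 °C | Detection: Time-resolved FRET | Read-out basis: Percent inhibition | Benchmarks: Biotin wells as high control, 0.6% DMSO wells as low control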
NR2E3 ag-2: NR2E3 agonists in two-hybrid cells, primary screen, cell-based, luminescence, CHO-S, Gal4-NCOR/VP16-NR2E3 | luciferase | 0.35% of 360,000 active | Photoreceptor-specific nuclear receptor (Homo sapiens), Q9Y5X4 | AID 602229, 2012 | inhibition of corepressor binding, % at 3.98 µM;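 active means inhibition above the mean of all tested compounds plus 3 SD, cut at about 70% in these data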;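 further: 0% = DMSO with NR2E3 transfected cells and 100% = cells lacking NR2E3 construct; higher means lower luciferase signal from less NR2E3 corepressor binding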
Peg3 prom inh: Peg3 promoter-driven luciferase inhibitors, primary screen, cell-based, HeLa, luciferase luminescence | HeLa PEG-Prom luciferase reporter, overnight | inhibition, % at 20 µM | 1.7% of 360,000 active | AID 588405, 2011;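 active means inhibition of at least 50% at 20 µM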
MITF TRPM1 inh: inhibitors of MITF-dependent TRPM1 promoter reporter, primary screen, cell-based, SK-MEL-5, single point, luciferase | SK-MEL-5 TRPM1 promoter luciferase, 24 h | inhibition, % at 12.5 µM | 0.83% of 330,000 active | AID 488899, 2010;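 active means mean inhibition across replicates of 60% or more, whatever share of single replicates reaches that level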; further: values of inactives mirror those of a sister screen read the other way
EBV LMP1 NFkB: EBV LMP1-driven NF-kappaB luciferase reporter inhibitors, primary screen, cell-based, luminescence, single point | LMP1-induced NF-kappaB luciferase reporter cells | inhibition, % at 12.5 µM | 0.69% of 350,000 active | AID 504558, 2011; in the data active means inhibition above about 41%;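 further: 0% = neutral control wells and 100% = reference inhibitor control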
iPSC survival up: enhancers of single-cell hiPSC survival, primary screen, ATPlite luminescence; 100% = ROCK inhibitor wells, 0% = DMSO; survival enhancement, % at 20 µM; 0.044% of 360,000 active; AID 602274, 2012; in the data active means survival enhancement above about 18%;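 further: cells exposed to compounds for 16 hours before the ATP read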
HIF-2a block: HIF-2a reporter inhibitors, primary screen, luminescence, 786-0 RCC cells | AID 624352, 2012 | 0.72% of 360,000 active | 786-0 RCC cells HIF-2a reporter, luciferase luminescence, overnight | inhibition, % at 18.8 µM;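 active means inhibition of the luminescence signal of 40% or more relative to plate controls, in a single-dose primary screen at 18.75 µM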
Starred values were filed as active, the others as inactive; nt = no result given. Some of the compounds tested (hit frequency here may not be typical).

SMILES	CF NFkB inh	C8 TRAIL sens	Shn3 3UTR inh	KKLEB cytotox	NR2E3 ag-1	NR2E3 ag-2	Peg3 prom inh	MITF TRPM1 inh	EBV LMP1 NFkB	iPSC survival up	HIF-2a block
CC(C)COC(=O)C1C2C=CC3(CN(C4CCCC4)C(=O)C13)O2 (stereo not given)	-7	-10	2	-2	2	-21	0	-5	1	-1.4	-2
CCOC(=O)c1c(C)[nH]c(C)c1C(=O)CSc1nc2ccccc2[nH]1	-1	-9	12	7	0	2	1	13	-4	2.9	20
COc1cc(/C=N/NC(=O)CC2C(=O)NN=C2C)ccc1O (stereo not given)	-18	-2	nt	3	-2	-40	2	-15	-5	-0.3	2
O=C1CCCC2=C1C(c1ccsc1)CC(=O)N2c1ccccc1 (stereo not given)	-3	1	14	8	-1	-14	7	7	-4	-1.9	29
CCC1=NN2C(=N)/C(=C/c3cc(C)n(-c4ccccc4)c3C)C(=O)N=C2S1	-14	-7	-15	13	7	17	-6	5	-2	-0.3	-1
Cc1ccc(C(=O)Nc2cccc3ncccc23)cc1[N+](=O)[O-]	9	4	6	-9	4	-21	7	13	1	0.7	12
Cc1[nH]c2ccccc2c1C(=O)CSc1nc2ccccc2c(=O)n1CCCN1CCOCC1	-2	0	21	-8	2	-1	45	16	8	2.6	-19
CC(=O)c1cccc(NC(=S)N2CCN(CCN3C(=O)c4cccc5cccc(c45)C3=O)CC2)c1	6	-5	38	-17	2	-26	50	10	-7	-0.4	-3
Cc1ccc(-n2c(SCC(=O)O)nc3sc4c(c3c2=O)CC(C)(C)SC4)cc1	-4	3	-3	2	nt	10	4	5	2	-0.2	19
COc1cc(OC)c(/C=N/NC(=O)c2ccc(NC(C)=O)cc2)cc1Br	2	-1	-22	3	nt	3	-5	-19	4	-0.3	3
O=C1Nc2cc(C(=O)NCCCN3CCCC3)ccc2S/C1=C/c1cccc(Cl)c1	22	19	3	0	nt	14	99*	nt	-38	-3.7	-8
CCOC(=O)C(CC(=O)O)N1CCCCC1 (stereo not given)	-11	-9	-8	1	3	-18	-1	4	1	-2.4	11
COc1cccc(S(=O)(=O)NCc2ccc3c(c2)OCO3)c1	5	-16	-12	5	2	3	7	3	0	-1.1	5
O=C(NCC1CCCO1)c1ccc(/C=N/O)nc1 (stereo not given)	-2	5	4	3	1	-7	-6	7	-2	11	4
Cc1cc(C)c(S(=O)(=O)N2CCN(C(=O)C(C)Cn3nc(C)nc3C)CC2)c(C)c1 (stereo not given)	-5	-3	-11	3	2	-21	-2	-4	-1	-0.4	15
Cn1cnnc1SCC(=O)Nc1ccc(S(N)(=O)=O)cc1	3	-4	5	-4	2	12	-3	11	0	-0.8	0
O=[N+]([O-])c1ccc(OCc2nnc(-c3ccccc3)o2)cc1	-2	4	-15	-2	-1	-26	-25	-10	-7	-0.4	-54
COc1ccccc1C(=O)NCCC(=O)Nc1ncccc1O	5	-14	8	2	-1	-14	17	10	-1	-0.7	12
Cc1ccc(S(=O)(=O)c2ccc(C)cc2)cc1	8	-1	1	2	1	-6	3	-9	-14	-0.9	-7
Cc1ccccc1-c1nc(CS(=O)(=O)CC(=O)NCCN2CCCC2)c(C)o1	-17	-10	-1	13	2	-20	7	0	-14	0.7	5
CCN(CC)CCN(C(=O)c1ccc(CN2CCCCC2)o1)C(C(=O)NC1CCCCC1)c1ccc(F)cc1 (stereo not given)	-6	3	-11	-10	4	-12	-21	-15	-5	-1.1	6
COc1ccccc1N1CCN(C2CCCN(C(=O)c3snnc3C)C2)CC1 (stereo not given)	12	-12	2	-3	-7	-33	5	2	-2	-0.2	7
Cc1ccc(-c2cc(C(=O)Nc3cccnc3)c3ccccc3n2)o1	4	-28	50	3	5	-3	22	-8	-15	0.8	-19
O=C(O)CCCN1C(=O)C(=O)/C(=C(/O)c2ccc(Cl)cc2)C1c1ccccc1 (stereo not given)	-9	22	16	0	5	-3	4	0	5	-0.2	19
COc1cccc2cc(/C(=N/O)c3ccc(Br)cc3)oc12	14	1	22	-3	-1	-55	14	-6	-18	3.7	-5
Cc1cc(OCCN2CCN(S(=O)(=O)c3ccccc3F)CC2)ccc1C(C)C	4	1	6	-2	2	4	17	6	-2	1.4	5
O=C(Nc1cccc(O)c1)c1cccc(S(=O)(=O)N2CCCC2)c1	-4	0	8	2	-6	-7	-27	-14	0	0.0	-43
Nc1ccc(Cl)c(S(=O)(=O)Nc2ccccc2Cl)c1	-4	-2	9	-1	1	11	2	7	-1	-0.4	9
O=C(CSCCO)Nc1cccc([N+](=O)[O-])c1	-3	-22	-2	8	-5	-6	9	-1	-1	1.9	10
Cc1cc(C(=O)Nc2cccc(O)c2)co1	0	0	-30	-6	2	-9	-71	-31	-5	-1.4	-71
CCOC(=O)C1CCCN(C(=O)C2CCN(c3nnc(-n4cccc4)s3)CC2)C1 (stereo not given)	6	3	19	-8	2	-7	5	1	-1	0.6	-4
CC(=O)c1ccc(NC(=O)CSc2cn[nH]n2)cc1	-4	-13	-19	2	1	-30	-10	-1	-6	-0.2	-2
Cc1nc2sc3c(c2c(=O)o1)CCC3	11	-8	-2	0	0	-7	-4	-2	-1	5.0	12
COc1cccc(CNC(=O)CCC2CCCN(C(=O)c3cc4ccccc4o3)C2)c1 (stereo not given)	-25	12	-56	1	-1	-92	-178	-79	-34	-0.8	-242
CCn1c(SCc2nc3ccccc3[nH]2)nnc1-c1cccnc1	-2	-7	12	12	3	0	5	11	4	-1.4	-10
CCOC(=O)c1c(C)[nH]c(C(=O)CN2C(=O)NC(C)(c3ccc4ccccc4c3)C2=O)c1C (stereo not given)	6	6	11	8	1	14	19	5	-4	-0.6	-2
CSCC[C@H](NC(=O)c1cccnc1)c1nnc2ccccn12	-5	-2	-5	10	1	-22	8	6	-3	0.0	7
COCCCNC(=O)C1c2ccccc2Oc2ccccc21	7	9	23	-8	-1	12	14	7	-10	-0.6	16
Cc1cc(NC(=O)CS(=O)(=O)c2cn(Cc3cccc(F)c3)c3ccccc23)no1	7	4	37	4	2	-12	30	5	8	-2.2	20
CCC[C@H]1CN(c2ccccc2)C(=O)[C@@H]1CC(=O)NC	-6	9	-6	-15	nt	1	10	nt	-2	-3.2	9
Cc1cc(C)nc(NS(=O)(=O)c2ccc(NC(=O)c3cc(=O)c4ccccc4o3)cc2)n1	23	3	-9	-9	1	-30	0	-10	-12	-0.5	7
CCC(SCC(=O)OC)C(=O)Nc1nnc(C(C)C)s1 (stereo not given)	5	-15	2	23	0	-23	6	nt	2	-1.8	5
COc1ccc(NS(=O)(=O)c2cc(NC(=O)CC(C)(C)C)ccc2N2CCCC2)cc1	8	-9	26	19	1	2	-2	13	14	-0.1	14
Nc1cc(=O)[nH]c(SCC(=O)Nc2cccc(Cl)c2)n1	-8	4	7	1	-2	-12	14	5	9	-2.2	4
O=C(CCN1C(=O)/C(=C/c2ccccc2)SC1=S)NCCCN1CCOCC1	0	13	-9	-24	-3	-29	19	-7	1	-0.3	0
N#C/C(=N\Nc1ccc(Cl)cc1)C(=O)c1ccccc1	29	36	8	-35	3	99*	-22	3	13	-1.3	-167
COC(=O)c1cc(S(=O)(=O)N2CCN(c3cccc(C)c3C)CC2)c[nH]1	13	-8	28	-14	4	22	11	nt	3	-3.1	9
CCC(=O)Nc1cc(C)c(NC(=O)CCc2ccccc2)cn1	5	-21	10	1	2	-14	-11	9	1	-0.2	11

Full records, looked up by structure. Values in the order: CF NFkB inh | C8 TRAIL sens | Shn3 3UTR inh | KKLEB cytotox | NR2E3 ag-1 | NR2E3 ag-2 | Peg3 prom inh | MITF TRPM1 inh | EBV LMP1 NFkB | iPSC survival up | HIF-2a block
Cc1cc(C)nc(NS(=O)(=O)c2ccc(NC(=O)c3cc(=O)c4ccccc4o3)cc2)n1 reads 23 | 3 | -9 | -9 | 1 | -30 | 0 | -10 | -12 | -0.5 | 7
Cc1cc(NC(=O)CS(=O)(=O)c2cn(Cc3cccc(F)c3)c3ccccc23)no1 reads 7 | 4 | 37 | 4 | 2 | -12 | 30 | 5 | 8 | -2.2 | 20
Nc1cc(=O)[nH]c(SCC(=O)Nc2cccc(Cl)c2)n1 reads -8 | 4 | 7 | 1 | -2 | -12 | 14 | 5 | 9 | -2.2 | 4
CCC[C@H]1CN(c2ccccc2)C(=O)[C@@H]1CC(=O)NC reads -6 | 9 | -6 | -15 | nt | 1 | 10 | nt | -2 | -3.2 | 9

Next section
SMILES	CF NFkB inh	C8 TRAIL sens	Shn3 3UTR inh	KKLEB cytotox	NR2E3 ag-1	NR2E3 ag-2	Peg3 prom inh	MITF TRPM1 inh	EBV LMP1 NFkB	iPSC survival up	HIF-2a block
Cc1ccc(NC(=S)NNc2ncc(C(F)(F)F)cc2Cl)c(C)c1	17	-3	11	-1	0	17	23	-10	7	-0.4	27
Cn1ccsc1=NC(=O)c1ccc(CS(C)(=O)=O)cc1	-2	40	-24	-3	-1	-14	-37	1	0	-0.6	-83
Oc1ccccc1CNc1nc2ccccc2n1CCN1CCCCC1	11	0	7	-8	3	-6	-7	-2	-5	-2.1	25
O=C(NCCNC(=O)c1ccco1)c1ccco1	16	-23	0	-7	2	7	1	-5	2	-0.6	8
COc1ccc(C)cc1S(=O)(=O)NCC(c1ccco1)N1CCc2ccccc2C1 (stereo not given)	6	-12	11	-4	-2	6	4	-1	5	0.0	-12
FC(F)(F)c1cccc(NC(=S)Nc2cccc(NC(=S)Nc3cccc(C(F)(F)F)c3)n2)c1	33	-8	4	5	-2	-34	5	-15	-15	0.3	-96
Cc1cc(N2CCCCCC2)nc2ccc(F)cc12	9	-9	-9	12	5	-11	-2	10	4	1.0	-19
CC(=O)c1ccc(S(=O)(=O)N2CCCC(N(C)CCc3ccccn3)C2)cc1 (stereo not given)	14	-4	11	-6	2	-6	-11	-1	2	-0.4	-2
COc1ccc(C)cc1-n1[nH]nnc1=S	-6	3	5	0	6	-14	6	6	-9	2.7	6
CCC1(C)Cc2c(sc3nnn(CC(=O)Nc4ccccc4C)c(=O)c23)CO1 (stereo not given)	-3	-11	3	1	2	11	8	-1	2	-0.8	7
CCCN(CC(=O)Nc1ccccc1OC)C(=O)CN1C(=O)NC2(CCCCC2)C1=O	-42	-4	-4	-6	4	3	10	15	0	0.3	10
COc1ccc(Cl)cc1N1C(=NC(=O)C2CCCCC2)SC2CS(=O)(=O)CC21 (stereo not given)	17	11	-15	-6	2	4	7	3	-14	0.5	13
CC(C)Oc1ccc(N2CC(C(=O)Nc3ccc4c(c3)OCO4)CC2=O)cc1 (stereo not given)	4	6	-9	4	0	-26	5	9	6	-2.4	4
